High-throughput results deposited in PubChem by several laboratories.
Peg3 prom inh = reduces Peg3 promoter-driven luciferase expression in HeLa; actives 1.7% (n = 360,000); inhibition, % at 20 µM; HeLa PEG-Prom luciferase reporter, luminescence, overnight;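 active = inhibition of at least 50% at 20 µM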
KKLEB cytotox = reduces viability of KKLEB cystic fibrosis airway cells. KKLEB CF airway cells viability, ATPlite luminescence, overnight; stronger effect = lower value; cells stimulated with P. aeruginosa culture filtrate. activity change (cytotoxicity), % at 5 µM. actives 0.36% (n = 360,000). AID 602141;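 active = corrected activity change at or below -50% at 5 µM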
TRAIL sens C8 = sensitizes caspase-8 expressing cells to TRAIL; actives 1% (n = 360,000); AID 624354; inhibition (viability loss, TRAIL sensitization), % at 10 µM; NB7+C8 cells + TRAIL, ATPlite viability luminescence;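 active = compounds causing at least 50% loss of cell viability in the single-dose screen, relative to plate controls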
NR2E3 ag-1 = human photoreceptor-specific nuclear receptor agonism; actives 0.35% (n = 360,000); Q9Y5X4; inhibition of corepressor binding, % at 3.98 µM; CHO-S Gal4-NCOR/VP16-NR2E3 two-hybrid, luciferase; AID 602229;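 active = inhibition above the mean of all tested compounds plus 3 SD, cut at about 70% in these data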;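 note: 0% = DMSO with NR2E3 transfected cells and 100% = cells lacking NR2E3 construct; higher means lower luciferase signal from less NR2E3 corepressor binding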
Target sequence (Q9Y5X4 whole entry, looked up, the tested form may be a part): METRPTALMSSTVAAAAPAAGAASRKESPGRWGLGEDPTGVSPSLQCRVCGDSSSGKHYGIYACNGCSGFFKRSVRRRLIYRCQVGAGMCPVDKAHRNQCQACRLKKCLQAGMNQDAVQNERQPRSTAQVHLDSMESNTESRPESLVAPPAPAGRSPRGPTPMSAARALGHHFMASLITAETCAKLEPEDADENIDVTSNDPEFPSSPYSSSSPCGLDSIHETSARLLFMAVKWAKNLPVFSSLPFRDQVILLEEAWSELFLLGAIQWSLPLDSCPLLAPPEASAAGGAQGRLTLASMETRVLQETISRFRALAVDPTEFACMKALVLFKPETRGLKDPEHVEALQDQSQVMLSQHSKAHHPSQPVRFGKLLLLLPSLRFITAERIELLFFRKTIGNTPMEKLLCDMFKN
iPSC survival up = hiPSC single-cell survival enhancement. survival enhancement, % at 20 µM. actives 0.044% (n = 360,000). ATPlite luminescence; 100% = ROCK inhibitor wells, 0% = DMSO; in the data active = survival enhancement above about 18%;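 note: cells exposed to compounds for 16 hours before the ATP read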
CF NFkB block = blocks PAF-induced NF-kB reporter in cystic fibrosis cells | inhibition, % at 5 µM | KKLEB NF-kB-GFP reporter, GFP fluorescence overnight | actives 0.86% (n = 360,000);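 active = at least 50% inhibition at 5 µM, scaled per plate between neutral and stimulator controls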;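 note: PAF is a Pseudomonas aeruginosa culture filtrate used as stimulus; plate controls were PAF-stimulated DMSO wells for no effect and unstimulated DMSO wells for full effect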
LMP1 NFkB inh = inhibitors of Epstein-Barr LMP1-induced NF-kappaB reporter. LMP1-induced NF-kappaB luciferase reporter cells, luminescence. inhibition, % at 12.5 µM. actives 0.69% (n = 350,000); in the data active = inhibition above about 41%;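 note: 0% = neutral control wells and 100% = reference inhibitor control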
NR2E3 ag-2 = NR2E3 (human) agonism; AID 2300; Q9Y5X4; GST-NR2E3/biotin-RetCOR TR-FRET, 1536-well; actives 0.12% (n = 320,000); inhibition of corepressor binding, % at 4.78 µM;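 active = percent inhibition above the cutoff of mean plus 3 SD of all tested compounds, set per screening campaign, cut at about 20% in these data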;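 note: 0% = DMSO wells and 100% = biotin wells as full block of FRET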
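Material – GST-tagged NR2E3 plus biotinylated RetCOR corepressor · Quantity – NR2E3 fusion 1.35 nM · Times – 5 h incubation at 4 °C · Medium – pH 7.5 Tris-based buffer · Technique – TR-FRET, Eu(K)-anti-GST donor, streptavidin-D2 acceptor, ex 340, em 617/671 nm · Benchmarks – high control biotin, low control 0.6% DMSO · Format – 1536-well plates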
HIF-2a block = blocks HIF-2a reporter activity | 786-0 RCC cells HIF-2a reporter, luciferase luminescence, overnight | inhibition, % at 18.8 µM | actives 0.72% (n = 360,000);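 active = inhibition of the luminescence signal of 40% or more relative to plate controls, in a single-dose primary screen at 18.75 µM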
TRPM1 prom inh = MITF TRPM1 promoter inhibition in SK-MEL-5 cells; AID 488899; actives 0.83% (n = 330,000); SK-MEL-5 TRPM1 promoter luciferase, 24 h; inhibition, % at 12.5 µM;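 active = mean inhibition across replicates of 60% or more, whatever share of single replicates reaches that level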; note: values of inactives mirror those of a sister screen read the other way
Shn3 inh set2 = Schnurri-3 reporter inhibition in Clone20 osteoblasts | Clone20 osteoblast Shn3 3'UTR firefly luciferase, 24 h | inhibition, % at 12.5 µM | actives 0.52% (n = 360,000) | AID 588674;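 active = mean inhibition of at least 75% with every replicate also reaching 75%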;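 note: 0% = median of neutral control wells and 100% = pilot-screen positive control compound; some compounds past the cut are filed as inactive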
* hit, by the source's call.

`O=C(Cn1c(=O)oc2cc(S(=O)(=O)N3CCCC3)ccc21)Nc1ccccn1` gave Peg3 prom inh 7, KKLEB cytotox 12, TRAIL sens C8 -2, NR2E3 ag-1 -9, iPSC survival up -0.7, CF NFkB block -14, HIF-2a block -1 and Shn3 inh set2 -1.
`O=C(O)c1nccnc1C(=O)Nc1ccccc1-c1ccccc1` gave Peg3 prom inh 0, KKLEB cytotox 4, TRAIL sens C8 -13, NR2E3 ag-1 -16, iPSC survival up -0.4, CF NFkB block -14, LMP1 NFkB inh -2, NR2E3 ag-2 -1, HIF-2a block 11, TRPM1 prom inh 7 and Shn3 inh set2 9.
COC(=O)C(C)Sc1ccc2nnc(-c3ccccc3)n2n1 (stereo not given) was read as Peg3 prom inh 26, KKLEB cytotox 4, TRAIL sens C8 -4, NR2E3 ag-1 -6, iPSC survival up -3.1, CF NFkB block -9, LMP1 NFkB inh 0, NR2E3 ag-2 -2, HIF-2a block 15, TRPM1 prom inh 3 and Shn3 inh set2 4.
Screening COc1ccc(OC)c(NC(=O)CSCC(=O)O)c1 returned Peg3 prom inh 7, KKLEB cytotox -16, TRAIL sens C8 4, NR2E3 ag-1 -10, iPSC survival up -1.0, CF NFkB block -4, LMP1 NFkB inh -9, NR2E3 ag-2 -2, HIF-2a block 17, TRPM1 prom inh 3 and Shn3 inh set2 9.
`COc1ccc(C(=O)NNC(=O)c2ccc(S(=O)(=O)N3CC(C)OC(C)C3)cc2)cc1` (stereo not given) gave Peg3 prom inh 5, KKLEB cytotox -9, TRAIL sens C8 -6, NR2E3 ag-1 -7, iPSC survival up -2.8, CF NFkB block 15, LMP1 NFkB inh 6, NR2E3 ag-2 6, HIF-2a block 28, TRPM1 prom inh 4 and Shn3 inh set2 -30.
For COc1cccc(-c2ccc3nccn3c2)c1 the results were Peg3 prom inh -143, KKLEB cytotox 3, TRAIL sens C8 12, NR2E3 ag-1 -73, iPSC survival up 3.8, CF NFkB block 5, HIF-2a block -178 and Shn3 inh set2 -39.
CCOC(=O)N1CCN(C(=O)c2ccc(NC(=O)CC)cc2)CC1 was read as Peg3 prom inh -11, KKLEB cytotox 3, TRAIL sens C8 1, NR2E3 ag-1 5, iPSC survival up 1.2, CF NFkB block 1, LMP1 NFkB inh -2, NR2E3 ag-2 0, HIF-2a block 5, TRPM1 prom inh -2 and Shn3 inh set2 8.
For Nc1nc(Cl)nc(N(c2ccccc2)c2ccccc2)n1 the results were Peg3 prom inh 12, KKLEB cytotox -9, TRAIL sens C8 -5, NR2E3 ag-1 7, iPSC survival up -0.7, CF NFkB block 0, LMP1 NFkB inh 9, NR2E3 ag-2 4, HIF-2a block 15, TRPM1 prom inh 0 and Shn3 inh set2 -9.
For Cc1ccc(NS(=O)(=O)c2cccc3nsnc23)cc1C the results were Peg3 prom inh 14, KKLEB cytotox 5, TRAIL sens C8 8, NR2E3 ag-1 -2, iPSC survival up 0.9, CF NFkB block 3, LMP1 NFkB inh 2, NR2E3 ag-2 0, HIF-2a block 16, TRPM1 prom inh 1 and Shn3 inh set2 32.
`O=C(Nc1ccccc1C(=O)NCC1CCCO1)c1ccco1` (stereo not given) gave Peg3 prom inh 16, KKLEB cytotox -2, TRAIL sens C8 3, NR2E3 ag-1 -10, iPSC survival up 4.6, CF NFkB block -18, LMP1 NFkB inh -4, NR2E3 ag-2 -2, HIF-2a block 9, TRPM1 prom inh 0 and Shn3 inh set2 -15.
Screening C/C(=N\Nc1ccccn1)c1ccc(N2CCOCC2)cc1 returned Peg3 prom inh -285, KKLEB cytotox 8, TRAIL sens C8 12, NR2E3 ag-1 -89, iPSC survival up -0.9, CF NFkB block -7, LMP1 NFkB inh -29, NR2E3 ag-2 -5, HIF-2a block -257, TRPM1 prom inh -51 and Shn3 inh set2 -37.
Screening COc1ccc(NC(=O)COC(=O)c2cc(C)oc2C)c([N+](=O)[O-])c1 returned Peg3 prom inh -21, KKLEB cytotox 6, TRAIL sens C8 5, NR2E3 ag-1 -11, iPSC survival up -0.3, CF NFkB block 2, LMP1 NFkB inh 4, NR2E3 ag-2 2, HIF-2a block -3 and Shn3 inh set2 -1.
Screening CCOc1c(Cl)cc(Cl)cc1CNCCNCCO returned Peg3 prom inh 3, KKLEB cytotox 1, TRAIL sens C8 -9, NR2E3 ag-1 4, iPSC survival up -2.6, CF NFkB block -7, LMP1 NFkB inh -2, NR2E3 ag-2 0, HIF-2a block 11, TRPM1 prom inh 1 and Shn3 inh set2 10.
O=C(CNS(=O)(=O)c1c(Cl)cccc1Cl)OCc1csc(-c2ccccc2)n1 was read as Peg3 prom inh -72, KKLEB cytotox 9, TRAIL sens C8 -10, NR2E3 ag-1 -39, iPSC survival up -1.9, CF NFkB block -1, LMP1 NFkB inh -6, NR2E3 ag-2 -2, HIF-2a block -51, TRPM1 prom inh -16 and Shn3 inh set2 -26.
For CCCCOc1ccccc1NC(=O)c1scc2c1OCCO2 the results were Peg3 prom inh 18, KKLEB cytotox 0, TRAIL sens C8 -11, NR2E3 ag-1 -15, iPSC survival up -0.5, CF NFkB block 41, LMP1 NFkB inh -1, HIF-2a block 2, TRPM1 prom inh -13 and Shn3 inh set2 -1.
Screening Cn1cc(S(=O)(=O)N2CCc3ccccc3C2)c(=O)n(C)c1=O returned Peg3 prom inh -2, KKLEB cytotox 15, TRAIL sens C8 5, NR2E3 ag-1 -11, iPSC survival up 3.9, CF NFkB block 5, LMP1 NFkB inh 27, NR2E3 ag-2 -3, HIF-2a block 16, TRPM1 prom inh 12 and Shn3 inh set2 -11.
`CC(C)(C)OC(=O)N[C@H](C(=O)OC(C)(C)C)c1ccccc1` gave Peg3 prom inh 1, KKLEB cytotox 9, TRAIL sens C8 8, NR2E3 ag-1 21, iPSC survival up 1.7, CF NFkB block -2, LMP1 NFkB inh 3, NR2E3 ag-2 2, HIF-2a block 13, TRPM1 prom inh -2 and Shn3 inh set2 5.
For CC(=O)Nc1ccc(S(=O)(=O)N(C)CC(=O)OCC(=O)Nc2cc(C)on2)cc1 the results were Peg3 prom inh -3, KKLEB cytotox 13, TRAIL sens C8 4, NR2E3 ag-1 19, iPSC survival up -0.3, CF NFkB block -11, LMP1 NFkB inh 6, NR2E3 ag-2 1, HIF-2a block 5, TRPM1 prom inh -3 and Shn3 inh set2 -10.
Cc1cc(C)c(S(=O)(=O)NCCc2ccncc2)c(C)c1 was read as Peg3 prom inh 11, KKLEB cytotox 4, TRAIL sens C8 6, NR2E3 ag-1 20, iPSC survival up -0.5, CF NFkB block 10, LMP1 NFkB inh -4, NR2E3 ag-2 3, HIF-2a block 23, TRPM1 prom inh 19 and Shn3 inh set2 14.
Screening O=C(Nc1nc(-c2ccccc2Cl)cs1)c1cccnc1 returned Peg3 prom inh -87, KKLEB cytotox 5, TRAIL sens C8 1, NR2E3 ag-1 -18, iPSC survival up -0.6, CF NFkB block -21, LMP1 NFkB inh -2, NR2E3 ag-2 -1, HIF-2a block -90, TRPM1 prom inh -9 and Shn3 inh set2 3.
O=S1(=O)CC(N2CCN(CC3CC3)CC2)CN1Cc1ccc(F)cc1 (stereo not given) was read as Peg3 prom inh 3, KKLEB cytotox 9, TRAIL sens C8 7, NR2E3 ag-1 8, iPSC survival up -1.3, CF NFkB block -5, HIF-2a block 6 and Shn3 inh set2 1.
`O=C1NCCCC1C(=O)Nc1cccc(C(F)(F)F)c1` (stereo not given) gave Peg3 prom inh 9, KKLEB cytotox -11, TRAIL sens C8 -1, NR2E3 ag-1 -14, iPSC survival up -2.9, CF NFkB block 20, LMP1 NFkB inh -2, NR2E3 ag-2 1, HIF-2a block 10, TRPM1 prom inh 6 and Shn3 inh set2 -11.
`CC(C(=O)N1CCOCC1)N1C(=O)C2C3C=CC(C4CC34)C2C1=O` (stereo not given) gave Peg3 prom inh 17, KKLEB cytotox 4, TRAIL sens C8 -1, NR2E3 ag-1 16, iPSC survival up -0.8, CF NFkB block -4, LMP1 NFkB inh -4, NR2E3 ag-2 0, HIF-2a block 7, TRPM1 prom inh 9 and Shn3 inh set2 -24.
`Cc1ccc(CN2C(=O)c3ccccc3Sc3ccc(C(=O)NCCN4CCOCC4)cc32)cc1` gave Peg3 prom inh 18, KKLEB cytotox -5, TRAIL sens C8 24, NR2E3 ag-1 -43, iPSC survival up 0.1, CF NFkB block -20, LMP1 NFkB inh 4, NR2E3 ag-2 4, HIF-2a block 12, TRPM1 prom inh 12 and Shn3 inh set2 11.
`CN(CC(=O)Nc1ccccc1Cl)C(=O)COC(=O)c1cccs1` gave Peg3 prom inh 14, KKLEB cytotox 5, TRAIL sens C8 -11, NR2E3 ag-1 29, iPSC survival up 2.2, CF NFkB block -4, LMP1 NFkB inh -4, HIF-2a block 13, TRPM1 prom inh 5 and Shn3 inh set2 6.
`CCN(CC)S(=O)(=O)c1cc(C(=O)Nc2nncs2)c(Cl)cc1Cl` gave Peg3 prom inh 5, KKLEB cytotox 13, TRAIL sens C8 11, NR2E3 ag-1 0, iPSC survival up 1.4, CF NFkB block -2, LMP1 NFkB inh -14, NR2E3 ag-2 -6, HIF-2a block 13, TRPM1 prom inh -3 and Shn3 inh set2 12.
Screening COCCCNC(=O)CCCCCNS(=O)(=O)c1ccc(Br)cc1 returned Peg3 prom inh 12, KKLEB cytotox 5, TRAIL sens C8 -10, NR2E3 ag-1 15, iPSC survival up -2.7, CF NFkB block 12, LMP1 NFkB inh 0, NR2E3 ag-2 0, HIF-2a block 15, TRPM1 prom inh 7 and Shn3 inh set2 -10.
Screening O=C(NNC(=S)Nc1ccc(Br)cc1Cl)c1ccncc1 returned Peg3 prom inh -15, KKLEB cytotox 6, TRAIL sens C8 8, NR2E3 ag-1 -41, iPSC survival up 0.9, CF NFkB block 14, LMP1 NFkB inh 9, NR2E3 ag-2 0, HIF-2a block -29, TRPM1 prom inh 11 and Shn3 inh set2 -16.
Screening COC(=O)C1=CN(C)C=C(C(=O)OC)C1c1ccc(O)c(OC)c1 returned Peg3 prom inh 10, KKLEB cytotox 17, TRAIL sens C8 -12, NR2E3 ag-1 0, iPSC survival up 1.2, CF NFkB block 1, LMP1 NFkB inh 5, NR2E3 ag-2 0, HIF-2a block 12, TRPM1 prom inh 8 and Shn3 inh set2 1.
`Cc1ccc(/C=N/NC(=O)Cc2cccn2C)s1` gave Peg3 prom inh -107, KKLEB cytotox 2, TRAIL sens C8 -8, NR2E3 ag-1 -37, iPSC survival up 1.7, CF NFkB block 8, LMP1 NFkB inh -38, NR2E3 ag-2 -3, HIF-2a block -82, TRPM1 prom inh -13 and Shn3 inh set2 -52.

Some of the compounds tested. The share of hits here may be higher or lower than overall.
